Integrin act MD – integrin-mediated muscular dystrophy alleviation activation; alpha7betagal myoblasts, beta-gal FDG fluorescence, 48 h; Potency, µM (highest dose often 38.3 µM), inactives show at the top dose activation, most hits filed as activators; 350,000 compounds, 0.064% hits; AID 624291;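 further: potency means the concentration at half of the fitted maximal effect; 100% = response of the positive control SU9516; nearly all actives have a fitted effect of over 60% in size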
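alpha7betagal+/- myoblasts (passage 13, 250/well) treated 48 h at 37C with compounds at 1:260 dilution of DMSO stock. Lysed, then beta-galactosidase activity read as FDG fluorescence (ex 480/em 540) after 30 min, with pre-read for autofluorescence.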
ELG1 DNA repair – blocks ELG1-dependent DNA repair in HEK293T cells; Potency, µM (highest dose often 46.1 µM), without a hit: top-dose activity change, negative = inhibition, most hits filed as inhibitors; 330,000 compounds, 2.3% hits; HEK293T ELG1-luciferase reporter, luminescence, 16 h; DNA damage induced by 5-fluorouridine; further: potency means the concentration at half of the fitted maximal effect; on the % scale 0 is the no-effect control and ±100 the full control effect; nearly all actives have a fitted effect of over 55% in size
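Quantitative HTS, concentration-response format. 2,000 cells/well co-treated with 5-fluorouridine and compound, 16 hr in 5% CO2 at 37 °C; ONE-Glo luminescence read after 30 min.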
PTAP TSG101 blk – blocks PTAP/TSG101 interaction to inhibit HIV-1 budding | AID 493005 | Fluorescence polarization, FITC-PTAP peptide / Tsg101 binding | 340,000 tested, under 10 active | Potency, µM (top dose mostly 115 µM), inactives show at the top dose activity change, negative = inhibition, most hits filed as inhibitors; active means well fitted inhibition curve with a large enough effect in the main read-out, with a control signal flat, not every such curve was filed as active; inconclusive means small, poorly fitted or top-dose-only effect, or effect the other way, or a change in a side signal; inactive means no such curve, though single readings can be large or run the other way; further: potency means the concentration at half of the fitted maximal effect; % of control where 0% means no effect
Target sequence (Q99816 whole entry, looked up): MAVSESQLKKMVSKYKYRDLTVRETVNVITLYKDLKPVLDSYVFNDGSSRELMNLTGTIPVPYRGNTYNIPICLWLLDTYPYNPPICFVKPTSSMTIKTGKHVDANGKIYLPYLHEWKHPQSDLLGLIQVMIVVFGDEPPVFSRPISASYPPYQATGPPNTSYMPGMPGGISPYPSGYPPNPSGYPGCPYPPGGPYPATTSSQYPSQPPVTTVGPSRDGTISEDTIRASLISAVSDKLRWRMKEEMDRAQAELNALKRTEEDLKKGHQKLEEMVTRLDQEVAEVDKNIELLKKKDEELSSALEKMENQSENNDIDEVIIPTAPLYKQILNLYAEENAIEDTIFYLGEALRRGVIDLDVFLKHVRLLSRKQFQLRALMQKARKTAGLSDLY
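Tsg101 binding domain (10 uM final) was mixed with compound and a FITC-labeled PTAP peptide (50 nM final) in HEPES pH 7.5 buffer with NaCl, Tween 20, EDTA and TCEP; fluorescence polarization was read after 20 min at r.t.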
BRCA1 expr act – activators of BRCA1 expression; MCF7-BRCA1-FFLuc reporter, luminescence, 48 h; response scale: scaled: vehicle 0%, 10 µM genistein 100%; Potency, µM (highest dose often 46.1 µM), without a hit: top-dose activation, actives largely listed as activators; 380,000 compounds, 1.1% hits; further: potency means the concentration at half of the fitted maximal effect; nearly all actives have a fitted effect of over 80% in size; some results filed as inactive show a strong effect at the top dose
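Luminescence from a BRCA1-driven firefly luciferase in MCF7 cells was read after 48 h compound exposure at 37 C. Data normalized against DMSO and a 10microM genistein activation control, then curve-fitted across the titration.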
TCR act – activators of T cell receptors | primary human leukocytes, anti-CD3, IL-2 HTRF, 48 h | 330,000 tested, under 10 active | Potency, µM (titrated, usually from 9.22 µM), for inactives: at the highest dose activation of IL-2 secretion, hits mostly activators; further: % of control where 0% means no effect
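Activity was scored as IL-2 release from primary human leukocytes given only a TCR signal (a-CD3 beads) plus compound for 48 hr. Detection used a two-antibody HTRF format read at 665nm.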
B2AR arrestin – recruits beta-arrestin to the human beta2-adrenergic receptor. beta-arrestin recruitment to beta2AR, cell-based reporter. 330,000 compounds, 0.02% hits. Potency, µM (series often up to 46.1 µM), for inactives: at the highest dose activation, hits mostly activators;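 further: potency means the concentration at half of the fitted maximal effect; 0% = DMSO controls and full agonism = EC100 isoproterenol or metaproterenol; nearly all actives have a fitted effect of over 65% in size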
Target sequence (P07550 whole entry, looked up): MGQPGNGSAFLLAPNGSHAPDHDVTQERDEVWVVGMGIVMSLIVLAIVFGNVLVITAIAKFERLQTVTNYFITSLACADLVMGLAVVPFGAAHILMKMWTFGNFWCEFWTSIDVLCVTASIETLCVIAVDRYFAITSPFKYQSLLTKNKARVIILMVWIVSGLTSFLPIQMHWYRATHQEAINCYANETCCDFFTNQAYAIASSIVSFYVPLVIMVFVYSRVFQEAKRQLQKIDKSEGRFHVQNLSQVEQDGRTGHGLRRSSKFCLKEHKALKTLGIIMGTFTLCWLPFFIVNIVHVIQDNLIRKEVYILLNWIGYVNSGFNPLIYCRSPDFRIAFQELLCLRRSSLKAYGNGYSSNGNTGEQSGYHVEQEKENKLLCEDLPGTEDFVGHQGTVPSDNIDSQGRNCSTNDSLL
A-T KAP1 phos – potential ataxia-telangiectasia treatments restoring KAP-1 phosphorylation. […] A-T fibroblasts, KAP-1 phosphorylation AlphaLISA; neocarzinostatin DNA damage 30 min before lysis. Potency, µM (highest dose often 57.5 µM), for inactives: top-dose activation, hits mostly activators. 320,000 compounds, 0.19% hits. AID 485349; further: potency means the concentration at half of the fitted maximal effect; % of control where 0% means no effect; nearly all actives have a fitted effect of over 45% in size
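ATM-like activity read as KAP-1 phosphorylation via AlphaLISA donor/acceptor antibody pairs after lysis and 6 hr at 25C. Cells were ATM-null patient fibroblasts ([…], hTERT), dosed 60 min, then exposed to the DSB inducer NCS for 30 min.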
CXXC DNA block – MLL CXXC-DNA interaction inhibition; Q03164; Potency, µM (titrated, usually from 115 µM), for the others: at the highest dose activity change, negative = inhibition, usual class: inhibitors; 290,000 compounds, 0.037% hits; MLL-CXXC / FITC-HOXA9 DNA fluorescence polarization; AID 2662; active means well fitted inhibition curve with a large enough effect in the polarisation, with a control signal flat, not every such curve was filed as active; inconclusive means small, poorly fitted or top-dose-only effect, or effect the other way, or a change in a side signal; inactive means no such curve, though single readings can be large or run the other way; the % refers to the polarisation; further: potency means the concentration at half of the fitted maximal effect
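Steps: dispense CXXC domain solution (7 uM) → pin compounds or unlabeled HOX-A9 DNA control → 5 min ambient → add FLSN-HOX-A9 solution (50 nM) → spin → 30 min ambient → fluorescence polarization. Tris pH 7.5/NaCl/DTT/BSA buffer.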
p53 reactivator – mutant p53 re-activation in reporter cells; Potency, µM (doses to about 92.2 µM), for inactives: top-dose activity change, positive = activation, hits mostly activators; H1299 p53-A138V BP100-luciferase reporter, luminescence, 24 h; 320,000 compounds, 0.063% hits; further: potency means the concentration at half of the fitted maximal effect; % of control where 0% means no effect; nearly all actives have a fitted effect of over 45% in size
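H1299 (p53-null), stable ts p53-A138V + BP100-Luc; 1000 cells/well, Opti-MEM/10% FBS; cpd 4 pt, 1:5; 24 h, 37 deg C, 5% CO2; detection reagent 10 min RT; luminescence.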
TRPV1 ag – agonists of human vanilloid receptor 1 (TRPV1); activation, % at 8.33 µM; Q8NER1; 320,000 compounds, 0.19% hits; TRPV1-expressing cells, Fluo-8 calcium influx, agonist mode; in the data active means activation above about 80%; inconclusive means between about 30% and that limit; further: 0% is about no effect
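TRPV1-expressing cells were cultured overnight at 35.5C and loaded with Fluo-8 calcium dye for 40 to 90 min at room temperature. After a 10 s baseline, compound was added and calcium influx was read kinetically for 3 min (ex 480/em 520 nm).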
* = called active by the depositor; ? = inconclusive; / = not tested or not shown; [ ] = remark or other dose. Unless noted, the call rests on the fitted dose curve; in most records, active means well fitted curve in the direction sought with a large enough effect; inconclusive means small, poorly fitted or top-dose-only effect, or another doubt; inactive means no such curve, though single readings can be large; an effect the other way counts as inactive or inconclusive.

SMILES	Integrin act MD	ELG1 DNA repair	PTAP TSG101 blk	BRCA1 expr act	TCR act	B2AR arrestin	A-T KAP1 phos	CXXC DNA block	p53 reactivator	TRPV1 ag
O=C(c1ccncc1)N1N=C(c2ccc(Br)cc2)CC1c1ccccc1O (stereo unspecified)	-27%	?	1%	-73%	0%	0.0%	-1%	2%	-3%	-1
CC1=NN(c2ccccc2)C(=O)C1C(=O)c1ccc([N+](=O)[O-])cc1 (stereo unspecified)	7%	?	-7%	-12%	-3%	-0.1%	0%	9%	-1%	9
Cc1ccc(NC2=NCC(Cc3ccc(Br)cc3)S2)cc1 (stereo unspecified)	-25%	-4%	-2%	-20%	-11%	0.1%	3%[11.5 µM]	-7%	-3%	1
C=C(CC[C@@H](O)C(C)(C)O)[C@H]1CC[C@]2(C)[C@@H]1CCC1[C@@]3(C)CC[C@H](O)C(C)(C)C3CC[C@]12C (stereo partly specified)	6%	?	-8%	7%	7%	0.0%	4%	/	1%	/
O=C(CCCN1C(=O)/C(=C/c2cccs2)SC1=S)Nc1ccc(O)cc1	-61%[inhibitor]	?	1%	-63%	7%	-0.6%	-13%	1%	?	20
O=C(c1ccccc1)N(CCO)Cc1cc2cc3c(cc2[nH]c1=O)OCCO3	26%	13%	-5%	-25%	-4%	0.1%	2%	9%	0%	1
Cc1ccc(NC(=O)c2cc(NC(=O)CCC(=O)O)ccc2N2CCCCC2)cc1	-13%	?	-3%	-1%	-3%	0.1%	1%	-1%	?	3
O=c1c2ccccc2c(C=Nc2ccc(O)cc2)c(O)n1-c1nccs1	10%	?	-3%	-20%	-3%	0.3%	6%	12%	-3%	3
COc1ccc(Oc2nc(C)cc(C)c2S(C)(=O)=O)cc1	23%	3%	2%	-13%	-11%	0.5%	-3%	-6%	3%	5
O=C1CC(N2CCSCC2)C(=O)N1c1ccccc1 (stereo unspecified)	0%	7%	1%	2%	1%	0.1%	0%	-11%	-1%	1
CCSc1ccccc1C(=O)Nc1nc2ccccc2c(=O)[nH]1	41%	?	0%	-2%	-1%	0.3%	7%	-1%	-2%	18
Cc1ccc(Oc2ccc(Cl)cc2NC(=O)c2ccc(F)cc2F)cc1	17%	1%	-2%	-35%	0%[46.1 µM]	12%	6%	-3%	-4%	-1
Cc1cccc(CN2[C@@H](CC(C)C)COCCS2(=O)=O)c1	23%	/	-4%	0%	4%	/	/	/	/	/
O=c1cc(-c2cccs2)oc2ccc(Cl)cc12	-12%	?	-5%	57%	-6%	0.0%	7%	-23%	?	23
CCOc1[nH]n(-c2ccccc2)c(=O)c1C=Nc1ccc(Cl)cc1	21%	-8%	-5%	2%	0%	-0.3%	-5%	-9%	1%	1
O=C(Nc1cccc(NC(=O)c2ccc(F)cc2)c1)c1ccc(F)cc1	-14%	1%	-1%	-27%	2%	0.2%	1%	17%	/	-3
CCc1nnc(NC(=O)Cc2cccs2)s1	-5%	?	1%	-4%	5%	-0.1%	5%	-6%	2%	-1
CC(C)C(NC(=O)C1CCCCC1)C(=O)NC1=NCCS1 (stereo unspecified)	-11%	-13%	-2%	28%	4%	-0.1%	1%	3%	-2%	-2
CN(CCc1ccccc1)Cc1nc(-c2cnccn2)no1	20%	-12%	0%	17%	/	-0.2%	6%	13%	5%	2
COc1ccc(C(=O)/C=C/c2cn(CN3CCN(C)CC3)c3ccccc23)cc1	-9%	?	-4%	33%	-2%	0.2%	11%	35%[activator]	?	20
Cc1ccccc1CSc1nnc(-c2ccco2)n1Cc1ccco1	-13%	-1%	-5%	-3%	-3%	-4.7%	12%	0%	0%	11
O=C(COc1ccc(S(=O)(=O)NC2CCCCC2)cc1)NC1CC1	20%	?	-5%	-2%	3%	-0.2%	14%	7%	15%	2
CN(c1ccc(OCC(=O)OCC(=O)Nc2c(F)c(F)c(F)c(F)c2F)cc1)S(=O)(=O)c1ccc(F)cc1	-1%	6%	-3%	-13%	3%[46.1 µM]	-1.6%	1%	5%	-2%	4
CN(CC(=O)Nc1cccc(F)c1)C(=O)c1ccccc1OCCOc1ccccc1	25%	-15%	-5%	-35%	10%	-0.4%	4%	/	6%	18

Molecules from the list above that have an aryl thioether with sulfur outside any ring:
SMILES	Integrin act MD	ELG1 DNA repair	PTAP TSG101 blk	BRCA1 expr act	TCR act	B2AR arrestin	A-T KAP1 phos	CXXC DNA block	p53 reactivator	TRPV1 ag
CCSc1ccccc1C(=O)Nc1nc2ccccc2c(=O)[nH]1	41%	?	0%	-2%	-1%	0.3%	7%	-1%	-2%	18
Cc1ccccc1CSc1nnc(-c2ccco2)n1Cc1ccco1	-13%	-1%	-5%	-3%	-3%	-4.7%	12%	0%	0%	11

Further compounds follow:
SMILES	Integrin act MD	ELG1 DNA repair	PTAP TSG101 blk	BRCA1 expr act	TCR act	B2AR arrestin	A-T KAP1 phos	CXXC DNA block	p53 reactivator	TRPV1 ag
COc1cc(C(=O)NCCCCCCNC(=O)c2cc(OC)c(OC)c(OC)c2)cc(OC)c1OC	6%	?	-6%	-8%	1%	-0.1%	1%	3%	5%	5
CCN(CC)C(=O)CSc1nc2c(sc(=S)n2-c2ccccc2OC)c(=O)n1-c1ccccc1	-5%	-8%	2%	-20%	2%	0.3%	-6%	-12%	-2%	27
COC(=O)C1=CN(C(C)C)C=C(C(=O)OC)C1c1cc(Br)c(OC)c(OC)c1	-16%	?	-3%	-29%	-4%[46.1 µM]	0.2%	20µM*	-10%	-6%	-1
COc1cccc(C2=CC(=O)CCC2)c1	5%	/	1%	20%	3%	/	/	/	/	/
Clc1cccc(N2CCN(Cc3ccc(Br)o3)CC2)c1	?	-13%	-3%	-1%	2%	-1.2%	0%	-14%	/	2
Cn1c(=NC(=O)c2ccco2)sc2ccccc21	1%	?	-1%	-79%	0%	-0.1%	5%	-15%	-4%	1
C/C(=N\Nc1ccccn1)c1ccc(C#N)cc1	24%	29%	-1%	27%	7%	0.1%	-11%	9%	-1%	?
Cc1ccc2cc(C)c3nnc(SCc4ccc(C(=O)O)cc4)n3c2c1C	27%	6%	-10%	1%	1%	0.2%	-9%	-20%	-2%	1
COc1ccc(CNC(=O)C2CCC(CNS(=O)(=O)c3ccc(C)cc3)CC2)cc1 (stereo unspecified)	2%	-12%	-2%	-28%	-1%	0.3%	-9%	2%	-4%	3
O=C(CCS(=O)(=O)c1ccc(Cl)cc1)N1CCCc2ccccc21	20%	/	-6%	-22%	0%	/	/	/	/	/
Cc1nn(C)cc1C(C(=O)NC1CCCCC1)N(Cc1ccc(F)cc1)C(=O)c1cnccn1 (stereo unspecified)	-10%	-7%	-6%	-6%	5%	0.0%	-2%	5%	0%	5
O=C(NCc1nc(-c2ccccc2)no1)Nc1ccc(F)cc1	-10%	16%	-3%	1%	/	-0.1%	1%	-5%	-6%	?
Cc1cc2nc(-c3ccccc3O)[nH]c2cc1C	5%	/	0%	112%	-2%	/	/	/	/	/
CN1N=C(C(F)(F)F)CC1=O	5%	-1%	5%	7%	-1%	-0.3%	-3%	10%	0%	4
CC1COc2ccccc2N1C(=O)c1ccc(Cl)nc1 (stereo unspecified)	0%	11%	0%	-35%	-2%	-0.2%	1%	12%	3%	-4
Fc1cccc(NC(=S)NC2CCCCCCC2)c1	?	3%	-12%	68%	-2%	-0.4%	22%	-7%	?	?
Cc1cc(C)c2oc(-c3ccc(C)c(NC(=S)NC(=O)c4cccs4)c3)nc2c1	-2%	15%	1%	-41%	2%	-0.4%	-12%	19%	?	-1
O=C(NNC(=O)c1cccc(C(F)(F)F)c1)c1ccncc1	-11%	7%	0%	4%	8%	-1.0%	-2%	5%	-2%	-2
Cc1cc(=O)oc2c3c(cc(OCC(=O)NCC4CCC(C(=O)O)CC4)c12)OC(C)(C)CC3 (stereo unspecified)	-11%	19%	-1%	-10%	2%	0.0%	-11%	-15%	2%	-4
CCOC(=O)C1CCCN(c2c(NCCc3ccccc3)c(=O)c2=O)C1 (stereo unspecified)	-5%	?	-8%	-26%	-6%	0.1%	-4%	-2%	-1%	-2
O=C(CCS(=O)(=O)c1ccc(Cl)cc1)Nc1ccccc1Br	-1%	-6%	-2%	5%	-3%	0.5%	-3%	9%	-3%	1
COc1ccc(C2C(C#N)=C(C)NC3=C2C(=O)CC(C)(C)C3)cc1 (stereo unspecified)	21%	0%	0%	-11%	-13%	0.1%	/	25%	-3%	-7
CSc1cnc2c(=O)n(C)c(=O)[nH]c2n1	5%	14%	0%	-1%	-6%[46.1 µM]	-0.6%	-11%	12%	3%	-1
CC1C=CCC2C(=O)N(c3cccc(C(=O)Nc4ccc(Br)cc4)c3)C(=O)C12 (stereo unspecified)	1%	-26%	-3%	-2%	-24%	-0.3%	?	2%	0%	?
O=C(NCc1cccnc1)C1CCN(S(=O)(=O)c2cc([N+](=O)[O-])ccc2Cl)CC1	-45%	2%	0%	-26%	1%	-1.0%	20%	/	-4%	/
CCn1c(-c2ccsc2)nc2c1c(=O)[nH]c(=O)n2Cc1ccccc1	15%	16%	-1%	-20%	-2%	0.2%	6%	4%	2%	13
